LYPLA1 inh = LYPLA1 (human) inhibition in PME1 counter-screen. O75608. recombinant LYPLA1, FP-Rh probe fluorescence polarization. 0.16% of 320,000 active. inhibition, % at 5.9 µM;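 active = inhibition above the mean of all tested compounds plus 3 SD, set per campaign, cut at about 14% in these data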;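 also: inhibitors block serine hydrolase probe labeling of LYPLA1 so polarization falls; 0% = enzyme with DMSO and 100% = wells lacking LYPLA1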
PAD4 inh = blocks human protein arginine deiminase 4. 0.41% of 330,000 active. recombinant PAD4, RCA probe fluorescence polarization. AID 485272. Q9UM07. inhibition, % at 6.36 µM;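 active = percent inhibition above a cutoff equal to the mean of all tested compounds plus 3 SD, cut at about 15% in these data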;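 also: 0% = PAD4 with RCA probe and DMSO and 100% = probe without PAD4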
Target sequence (Q9UM07 whole entry, looked up): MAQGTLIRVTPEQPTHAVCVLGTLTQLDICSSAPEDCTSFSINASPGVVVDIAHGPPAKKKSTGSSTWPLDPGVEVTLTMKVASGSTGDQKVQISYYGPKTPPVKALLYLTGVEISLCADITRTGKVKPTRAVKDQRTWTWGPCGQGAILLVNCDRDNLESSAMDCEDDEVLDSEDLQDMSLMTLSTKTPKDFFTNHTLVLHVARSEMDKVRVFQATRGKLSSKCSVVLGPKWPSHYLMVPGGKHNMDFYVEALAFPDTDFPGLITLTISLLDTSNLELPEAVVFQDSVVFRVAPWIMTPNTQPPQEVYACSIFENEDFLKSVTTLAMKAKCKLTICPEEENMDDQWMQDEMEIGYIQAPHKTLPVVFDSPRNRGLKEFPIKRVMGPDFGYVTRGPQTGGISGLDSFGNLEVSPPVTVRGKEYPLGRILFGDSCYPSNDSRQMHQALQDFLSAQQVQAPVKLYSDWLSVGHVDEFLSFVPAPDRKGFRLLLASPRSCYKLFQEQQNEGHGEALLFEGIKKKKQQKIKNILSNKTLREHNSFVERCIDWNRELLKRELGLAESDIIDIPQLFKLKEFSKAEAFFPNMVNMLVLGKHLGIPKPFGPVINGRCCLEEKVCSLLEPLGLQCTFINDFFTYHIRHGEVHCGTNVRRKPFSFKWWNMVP
EBNA-1 inh = blocks EBNA-1 binding to DNA; EBNA-1 DNA binding, fluorescence polarization; inhibition, % at 14.8 µM; AID 1950; 0.34% of 300,000 active; in the data active = inhibition above about 28%
GSTO1 counter = GSTO1 inhibition, counter-screen for RBBP9 inhibitors. inhibition, % at 5.96 µM. recombinant GSTO1, activity-based probe fluorescence polarization. 1.1% of 300,000 active;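 active = inhibition above the campaign mean inhibition plus 3 SD, cut at about 35% in these data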;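 also: 0% = GSTO1-1 with DMSO and 100% = wells lacking GSTO1-1 enzyme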
PREPL inh = inhibitors of human prolyl oligopeptidase-like enzyme PREPL; recombinant PREPL, fluorescence polarization activity-based probe; 0.68% of 320,000 active; AID 2751; inhibition, % at 5.96 µM; in the data active = inhibition above about 43%;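 also: 0% = enzyme with DMSO and 100% = wells lacking enzyme; many of its hits are not listed in these tables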
ZTA DNA inh = ZTA (EBV) inhibition in EBNA-1 counter-screen | ZTA-DNA binding, fluorescence polarization | AID 2234 | inhibition, % at 11 µM | 0.15% of 320,000 active | P03206; in the data active = inhibition above about 33%
PAFAH1B3 inh = blocks human PAF acetylhydrolase 1B catalytic subunit 3. Q15102. recombinant PAFAH1B3, FP-rhodamine probe, fluorescence polarization. inhibition, % at 3.39 µM. 0.28% of 340,000 active;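 active = inhibition above the screen-wide average of all tested compounds plus 3 SD, cut at about 25% in these data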;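 also: 0% = enzyme with DMSO only and 100% = wells lacking PAFAH1B3 protein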
Target sequence (Q15102 whole entry, looked up): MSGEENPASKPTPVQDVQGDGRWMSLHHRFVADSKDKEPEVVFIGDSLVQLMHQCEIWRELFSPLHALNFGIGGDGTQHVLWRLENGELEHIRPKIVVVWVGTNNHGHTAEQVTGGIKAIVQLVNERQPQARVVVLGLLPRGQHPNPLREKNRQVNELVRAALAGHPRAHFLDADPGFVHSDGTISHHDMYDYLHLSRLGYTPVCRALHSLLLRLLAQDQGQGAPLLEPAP
LYPLA2 inh = blocks human lysophospholipase 2, a PME1 counter-screen; recombinant LYPLA2, FP-Rh probe fluorescence polarization; inhibition, % at 5.9 µM; 0.38% of 320,000 active; AID 2177; O95372;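 active = inhibition above the screen-wide mean plus 3 SD, limit set per campaign, cut at about 26% in these data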;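 also: 0% = LYPLA2 with DMSO and 100% = wells lacking LYPLA2 enzyme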
PAFAH2 FP inh = PAFAH2 (human) inhibition; 0.99% of 340,000 active; recombinant PAFAH2, FP-rhodamine activity probe, fluorescence polarization; inhibition, % at 3.39 µM; Q99487;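 active = inhibition above the mean over all tested compounds plus 3 SD, cut at about 30% in these data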;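 also: inhibitors block probe labeling of enzyme so polarization drops; 0% = enzyme with DMSO and 100% = wells lacking PAFAH2 protein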
Active calls of the source: *.

What do the screens show for `Cc1cc(C)c(NC(=S)NCCCSC2CCCCC2)c(C)c1`?
LYPLA1 inh: -3; PAD4 inh: 4; EBNA-1 inh: 1; GSTO1 counter: 9; PREPL inh: -1; ZTA DNA inh: 15; PAFAH1B3 inh: 8; LYPLA2 inh: 10; PAFAH2 FP inh: 9

Results for CC(C(=O)NC1CCCCC1)N(Cc1ccccc1)C(=O)c1snc(C(N)=O)c1N (stereo not drawn) ?
LYPLA1 inh: 0; PAD4 inh: 1; EBNA-1 inh: 7; GSTO1 counter: 0; PREPL inh: 5; ZTA DNA inh: 13; PAFAH1B3 inh: 1; LYPLA2 inh: -1; PAFAH2 FP inh: 1

How did O=C(COC(=O)c1cc(S(=O)(=O)N2CCOCC2)ccc1F)NC1CCCCC1 do in these assays?
LYPLA1 inh: 1; PAD4 inh: -2; PREPL inh: 22; ZTA DNA inh: -3; PAFAH1B3 inh: 4; LYPLA2 inh: -1; PAFAH2 FP inh: 1

What do the screens show for `NNC(=O)c1nc(-c2cccc(-n3cccc3)c2)no1`?
LYPLA1 inh: -18; PAD4 inh: -4; EBNA-1 inh: 3; GSTO1 counter: 5; PREPL inh: 9; ZTA DNA inh: -3; PAFAH1B3 inh: 3; LYPLA2 inh: -25; PAFAH2 FP inh: 0

Results for N#C/C(=C\c1cc([N+](=O)[O-])c(N2CCCCC2)cc1N1CCCCC1)c1nn(-c2ccccc2)c(N)c1C#N ?
LYPLA1 inh: 4; PAD4 inh: 1; EBNA-1 inh: -4; GSTO1 counter: -3; PREPL inh: 16; ZTA DNA inh: -11; PAFAH1B3 inh: 6; LYPLA2 inh: 2; PAFAH2 FP inh: -4

Results for COCC1CCN(C(=O)c2cc(COc3ccc4c(c3)CCCC4)on2)C1 (stereo not drawn) ?
LYPLA1 inh: -1; PAD4 inh: 1; EBNA-1 inh: -14; GSTO1 counter: -3; PREPL inh: 19; ZTA DNA inh: -4; PAFAH1B3 inh: 7; LYPLA2 inh: -2; PAFAH2 FP inh: -6

Results for O=C(CN1C(=O)C2C3C=CC(C3)C2C1=O)Nc1ccc(C(=O)O)cc1 (stereo not drawn) ?
LYPLA1 inh: 1; PAD4 inh: 0; EBNA-1 inh: 2; GSTO1 counter: 1; PREPL inh: 10; ZTA DNA inh: 2; PAFAH1B3 inh: 8; LYPLA2 inh: -5; PAFAH2 FP inh: -2

What do the screens show for `Cc1ccc(-n2c(SCC(=O)Nc3ccc4cn[nH]c4c3)nnc2-c2ccco2)cc1`?
LYPLA1 inh: 0; PAD4 inh: -7; EBNA-1 inh: -14; GSTO1 counter: -5; PREPL inh: 19; ZTA DNA inh: -6; PAFAH1B3 inh: 6; LYPLA2 inh: 10; PAFAH2 FP inh: 5

Results for CC(CC(F)(F)F)N1CCC(n2nccc2NC(=O)CCCc2ccccc2)CC1 (stereo not drawn) ?
LYPLA1 inh: -1; PAD4 inh: -1; EBNA-1 inh: 12; GSTO1 counter: 5; PREPL inh: 22; ZTA DNA inh: 13; PAFAH1B3 inh: -1; LYPLA2 inh: 4; PAFAH2 FP inh: -1

Results for C(=N\c1nccs1)/c1cccnc1 ?
LYPLA1 inh: -1; PAD4 inh: 1; EBNA-1 inh: 6; GSTO1 counter: -5; PREPL inh: 9; ZTA DNA inh: 5; PAFAH1B3 inh: 1; LYPLA2 inh: 4; PAFAH2 FP inh: 1

Results for Cc1cc(N/C=C/C(=O)c2cccs2)ccc1F ?
LYPLA1 inh: -4; PAD4 inh: 1; EBNA-1 inh: -1; GSTO1 counter: -1; PREPL inh: 8; ZTA DNA inh: -2; PAFAH1B3 inh: 7; LYPLA2 inh: -2; PAFAH2 FP inh: -1

What do the screens show for `O=C1N/C(=C/c2ccc(N3CCOCC3)cc2)C(=O)N1Cc1ccc(F)cc1`?
LYPLA1 inh: 3; PAD4 inh: -3; EBNA-1 inh: 1; GSTO1 counter: 11; PREPL inh: 48*; ZTA DNA inh: -18; PAFAH1B3 inh: 1; LYPLA2 inh: 0; PAFAH2 FP inh: -1

What do the screens show for `C#CCOc1c(Br)cc(/C=C2/C(=O)ON=C2C)cc1OCC`?
LYPLA1 inh: 1; PAD4 inh: 2; EBNA-1 inh: 2; GSTO1 counter: -2; PREPL inh: -8; ZTA DNA inh: -18; PAFAH1B3 inh: 6; LYPLA2 inh: 8; PAFAH2 FP inh: 5

Results for CC1CCN(C(=S)NC(=O)c2ccco2)CC1 ?
LYPLA1 inh: -1; PAD4 inh: 1; EBNA-1 inh: -2; GSTO1 counter: 9; PREPL inh: 6; ZTA DNA inh: -2; PAFAH1B3 inh: 1; LYPLA2 inh: -6; PAFAH2 FP inh: -4

What do the screens show for `CC1(C)c2ccccc2N2CC(=O)NC21/C=C/c1ccco1` (stereo not drawn)?
LYPLA1 inh: -1; PAD4 inh: -12; EBNA-1 inh: 2; GSTO1 counter: 3; PREPL inh: -2; ZTA DNA inh: 10; PAFAH1B3 inh: -6; LYPLA2 inh: -7; PAFAH2 FP inh: -1

Results for CCCCN1CC(=O)N2[C@H]3c4cc(OC)ccc4OC[C@@H]3[C@H](C(=O)OCC)[C@]2(C)C1=O ?
LYPLA1 inh: -1; PAD4 inh: -1; PREPL inh: 4; ZTA DNA inh: 9; PAFAH1B3 inh: 14; LYPLA2 inh: 1; PAFAH2 FP inh: 3

How did Cc1ccc(S(=O)(=O)N2CCC(C(=O)NCCc3ccccn3)CC2)cc1 do in these assays?
LYPLA1 inh: 0; PAD4 inh: -6; EBNA-1 inh: -11; GSTO1 counter: -14; PREPL inh: 0; ZTA DNA inh: -10; PAFAH1B3 inh: 11; LYPLA2 inh: 4; PAFAH2 FP inh: 2

What do the screens show for `COc1ccc(CN(C(=O)CN2C(=O)COc3ccccc32)C2CCCC2)c(OC)c1`?
LYPLA1 inh: -1; PAD4 inh: 1; EBNA-1 inh: -1; GSTO1 counter: 2; PREPL inh: 23; ZTA DNA inh: -14; PAFAH1B3 inh: 1; LYPLA2 inh: -2; PAFAH2 FP inh: -10

What do the screens show for `COc1ccc2[nH]c3c(NCCN4CCCCC4)ncnc3c2c1`?
LYPLA1 inh: 3; PAD4 inh: -4; EBNA-1 inh: -6; GSTO1 counter: -6; PREPL inh: 21; ZTA DNA inh: 7; PAFAH1B3 inh: 1; LYPLA2 inh: -3; PAFAH2 FP inh: 2

Results for COc1cccc(/C=N/NC(=O)c2cc3c(OC)cccc3[nH]2)c1OC ?
LYPLA1 inh: -9; PAD4 inh: -5; EBNA-1 inh: 4; GSTO1 counter: -10; PREPL inh: 11; ZTA DNA inh: -1; PAFAH1B3 inh: 0; LYPLA2 inh: -7; PAFAH2 FP inh: -4

The closing 2 records of the part above are carried over, then new ones follow.
What do the screens show for `COc1ccc2[nH]c3c(NCCN4CCCCC4)ncnc3c2c1`?
LYPLA1 inh: 3; PAD4 inh: -4; EBNA-1 inh: -6; GSTO1 counter: -6; PREPL inh: 21; ZTA DNA inh: 7; PAFAH1B3 inh: 1; LYPLA2 inh: -3; PAFAH2 FP inh: 2

Results for COc1cccc(/C=N/NC(=O)c2cc3c(OC)cccc3[nH]2)c1OC ?
LYPLA1 inh: -9; PAD4 inh: -5; EBNA-1 inh: 4; GSTO1 counter: -10; PREPL inh: 11; ZTA DNA inh: -1; PAFAH1B3 inh: 0; LYPLA2 inh: -7; PAFAH2 FP inh: -4

Results for O=c1c2ccccc2oc2nc(C3CCCCC3)n(Cc3ccco3)c(=O)c12 ?
LYPLA1 inh: -4; PAD4 inh: 9; EBNA-1 inh: 12; GSTO1 counter: 2; PREPL inh: -1; ZTA DNA inh: 14; PAFAH1B3 inh: 7; LYPLA2 inh: -11; PAFAH2 FP inh: 9

How did CC1(C)CC2(CC(C)(C(=O)CSc3nc4ccccc4s3)OC2=O)C(=O)O1 (stereo not drawn) do in these assays?
LYPLA1 inh: -5; PAD4 inh: -6; EBNA-1 inh: 5; GSTO1 counter: 1; PREPL inh: 18; ZTA DNA inh: -14; PAFAH1B3 inh: 7; LYPLA2 inh: -8; PAFAH2 FP inh: 2

How did CCc1ccc(CN/C=C/C(=O)c2ccc(Br)cc2)cc1 do in these assays?
LYPLA1 inh: -2; PAD4 inh: 3; EBNA-1 inh: 5; GSTO1 counter: -8; PREPL inh: -4; ZTA DNA inh: 7; PAFAH1B3 inh: 4; LYPLA2 inh: -1; PAFAH2 FP inh: 4

How did CC(=O)Nc1ccccc1C(=O)C(=O)Nc1ccc(F)cc1 do in these assays?
LYPLA1 inh: -1; PAD4 inh: 0; EBNA-1 inh: -3; GSTO1 counter: -2; PREPL inh: 11; ZTA DNA inh: -1; PAFAH1B3 inh: 6; LYPLA2 inh: -2; PAFAH2 FP inh: 3

Results for CCOC(=O)c1ccc(NC(=O)CN2C(=O)C(C)SC(C)C2=O)cc1 (stereo not drawn) ?
LYPLA1 inh: 2; PAD4 inh: 1; EBNA-1 inh: -4; GSTO1 counter: 7; PREPL inh: 13; ZTA DNA inh: -6; PAFAH1B3 inh: 2; LYPLA2 inh: 1; PAFAH2 FP inh: -1

How did O=C1CN2C(=Nc3ccc(Cl)cc3C2c2ccccc2)CN1 (stereo not drawn) do in these assays?
LYPLA1 inh: -2; PAD4 inh: -5; EBNA-1 inh: -8; GSTO1 counter: -10; PREPL inh: -4; ZTA DNA inh: 14; PAFAH1B3 inh: 0; LYPLA2 inh: 1; PAFAH2 FP inh: 0

What do the screens show for `COc1ccccc1C1N(c2cc(Cl)ccc2OC)C(=O)C2CCCN21` (stereo not drawn)?
LYPLA1 inh: -1; PAD4 inh: 0; EBNA-1 inh: 5; GSTO1 counter: 1; PREPL inh: -4; ZTA DNA inh: 3; PAFAH1B3 inh: 5; LYPLA2 inh: -7; PAFAH2 FP inh: -5

Results for CCCc1ccc(-c2cc(NC(=O)CSc3n[nH]c(N)n3)n(-c3ccccc3)n2)cc1 ?
LYPLA1 inh: -11; PAD4 inh: -2; EBNA-1 inh: -11; GSTO1 counter: -9; PREPL inh: 16; ZTA DNA inh: -4; PAFAH1B3 inh: 4; LYPLA2 inh: -8; PAFAH2 FP inh: -7

Results for Cc1nnc(Nc2ccc(Cl)cc2)s1 ?
LYPLA1 inh: 4; PAD4 inh: -1; EBNA-1 inh: -8; GSTO1 counter: 11; PREPL inh: 6; ZTA DNA inh: 6; PAFAH1B3 inh: 2; LYPLA2 inh: 7; PAFAH2 FP inh: -6

Results for Cc1cc(SCC(=O)N/N=C/c2ccc(O)c(O)c2)c(C)cc1Br ?
LYPLA1 inh: -12; PAD4 inh: 0; EBNA-1 inh: 7; GSTO1 counter: 22; PREPL inh: 14; ZTA DNA inh: 14; PAFAH1B3 inh: 23; LYPLA2 inh: -19; PAFAH2 FP inh: -8

What do the screens show for `Cc1cc(C(=O)CSc2nncs2)c(C)n1Cc1ccco1`?
LYPLA1 inh: 1; PAD4 inh: -8; EBNA-1 inh: -1; GSTO1 counter: 3; PREPL inh: 1; ZTA DNA inh: 14; PAFAH1B3 inh: 7; LYPLA2 inh: 2; PAFAH2 FP inh: 8

Results for COCc1ccc(CN2CCCCC2C(=O)Nc2ccc(Oc3ccccc3)nc2)o1 (stereo not drawn) ?
LYPLA1 inh: 4; PAD4 inh: -1; EBNA-1 inh: -5; GSTO1 counter: 2; PREPL inh: 3; ZTA DNA inh: 26; PAFAH1B3 inh: 7; LYPLA2 inh: 7; PAFAH2 FP inh: -1

Results for O=C(NCC1CCCO1)c1ccc(COCC(F)(F)C(F)F)cc1 (stereo not drawn) ?
LYPLA1 inh: 1; PAD4 inh: -1; EBNA-1 inh: 5; GSTO1 counter: -1; PREPL inh: -8; ZTA DNA inh: -3; PAFAH1B3 inh: 8; LYPLA2 inh: -2; PAFAH2 FP inh: 7

From PubChem

Not all compounds are listed. The share of hits here may be higher or lower than overall.
